yeast sgs1 mgt1: NCI yeast anticancer drug screen, S. cerevisiae sgs1 mgt1 strain; actives 10% (n = 78,000); % growth inhibition at 50 µM; AID 161;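 note: 0% = growth of vehicle-only cultures of the same strain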
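Genetically altered yeast, compound exposure, growth inhibition relative to vehicle.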
cln2 rad14: NCI yeast anticancer drug screen, S. cerevisiae cln2 rad14 strain; AID 165; actives 8.3% (n = 78,000); growth inhibition, % at 50 µM;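 note: 0% = growth of vehicle-only cultures of the same strain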
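Relative to vehicle controls, growth inhibition of compound-treated cln2 rad14 yeast was recorded.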
yeast mec2-1: NCI yeast anticancer drug screen, S. cerevisiae mec2-1 strain | % growth inhibition at 50 µM | actives 9% (n = 79,000);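 note: 0% = growth of vehicle-only cultures of the same strain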
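mec2-1 yeast strain, carrying an alteration in DNA damage repair or cell cycle control, was exposed to compounds; growth inhibition was measured relative to vehicle-treated controls.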
yeast bub3: NCI yeast anticancer drug screen, S. cerevisiae bub3 mutant strain; AID 167; growth inhibition, % at 50 µM; actives 9.9% (n = 78,000);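 note: 0% = growth of vehicle-only cultures of the same strain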
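Inhibition values come from growth of compound-treated mutant yeast normalised to vehicle-treated controls.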
rad50: NCI yeast anticancer drug screen, S. cerevisiae rad50 strain; actives 10% (n = 79,000); growth inhibition, % at 50 µM;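 note: 0% = growth of vehicle-only cultures of the same strain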
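DNA repair mutant yeast, compound exposure, growth read-out; inhibition is taken relative to vehicle.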
yeast mlh1 rad18: NCI yeast anticancer drug screen, S. cerevisiae mlh1 rad18 strain; % growth inhibition at 50 µM; actives 11% (n = 79,000);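 note: 0% = growth of vehicle-only cultures of the same strain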
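Steps: expose repair-defective yeast to compound; measure growth; express inhibition against vehicle-treated controls.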
The depositor's hits bear a star; & = joins results of further samples. Cut-off read from the data, not from the text of the source: active = growth inhibition above about 70%; inactive = the rest.

Sequence of screens – yeast mlh1 rad18	yeast bub3	rad50	cln2 rad14	yeast mec2-1	yeast sgs1 mgt1
CC(=O)Nc1ccc(/C=C/C(=O)c2sc(C(N)=S)nc2C)cc1
    33.8	14.1	21.2	17.0	36.8	0.4
O=[N+]([O-])c1ccc(/C=N/NC2=CS(=O)(=O)C=C2)cc1
    1.1	16.7	0.8	38.0	2.5	8.4
CCCCOC(=O)c1ccc(S(=O)(=O)c2ccc(C(=O)OCCCC)cc2)cc1
    11.1	77.7*	1.7	-13.1	28.4	10.0
NC(=O)/C=C/c1cccnc1
    13.0	11.0	4.6	-34.1	-0.7	-7.8
COc1ccc(C(=O)/C=C/c2ccc(OCCSCCCCCCCCCCSCCOc3ccc(/C=C/C(=O)c4ccc(OC)c(OC)c4)cc3)cc2)cc1OC
    -53.6	-29.6	-44.4	-6.3	-26.1	-28.2
CCC(C)(S)C(N)C(=O)O (centres undefined)
    -5.1	-15.8	5.3	14.8	-7.2	7.5
CCC(=O)c1ccc2c(ccc3ccccc32)c1O
    -11.6	2.9	-18.3	-22.1	-6.8	-4.2
CCCCCCCC(=O)OCC1OC(n2cc(F)c(=O)[nH]c2=O)C(N)C(O)C1O (centres undefined)
    -0.6	-23.7	-34.2	23.6	-20.1	-55.2
O=C(O)c1ccc(S(=O)(=O)N(Cl)Cl)cc1
    19.8&-28.4	-1.8&-26.6	0.2&-30.4	-14.9&-0.8	-35.1&-12.6	-10.8&-14.0
COc1cc2c(cc1OC)C(Cl)C(c1ccc(Cl)c(Cl)c1)=C2Cl (centres undefined)
    -5.0	-4.2	-0.7	-0.2	14.2	-4.6
COC(C[P+](Cc1ccccc1)(c1ccccc1)c1ccccc1)OC
    4.3	4.1	66.9	2.4	-2.7	39.0
CC1=Nc2ccccc2SC2(C1)C(C1COC(C)(C)O1)OC1OC(C)(C)OC12 (centres undefined)
    12.8	-9.6	7.4	21.4	11.1	21.1
CC(O)CC1(c2ccccc2)CNC(=O)NC1=O (centres undefined)
    4.8	-13.3	-0.6	-11.8	-8.2	-12.2
CC(=O)c1cccc2c1cc(Cl)c1ccccc12
    -14.5	20.7	-8.8	-24.9	-3.3	0.1
O=C(O)C1CC2C3CC(C(=O)O)C(C3)C2C1 (centres undefined)
    -13.9	-10.8	-15.8	-1.9	-24.7	-5.5

Other compounds follow:
Sequence of screens – yeast mlh1 rad18	yeast bub3	rad50	cln2 rad14	yeast mec2-1	yeast sgs1 mgt1
Cc1cc(C)c(C)c(Br)c1C
    -18.1	0.7	-16.9	9.2	-19.2	-13.1
COc1cc(CN(CCF)CCF)cc(OC)c1
    -15.0	-11.2	-6.4	-8.3	-10.6	-7.7
CCOC(=O)c1ccc(N(CC(=O)O)S(=O)(=O)c2ccc(C)cc2)s1
    -8.8	0.8	17.5	16.6	-1.0	2.5
CCOC(=O)CC1=NC(C)(C)CC(C)O1 (centres undefined)
    8.9	-12.2	-6.8	-22.9	7.2	0.7
COc1nc2nc(SC(CC(=O)O)C(=O)c3ccc(Cl)cc3)[nH]c2c2ccccc12 (centres undefined)
    32.9	-5.5	10.1	-12.1	7.5	-3.9
CC1CCC(c2ccccc2)(c2ccccc2)C1=O (centres undefined)
    -2.2	-1.1	11.8	-15.0	-1.8	-2.5
C/C(CC(=O)N(C(C)C)C(C)C)=N\NC(=O)c1ccncc1
    13.8	-10.7	-3.5	18.7	-12.3	-18.9
NC(CCCC(N)P(=O)(O)c1ccccc1)P(=O)(O)c1ccccc1 (centres undefined)
    -46.6	-45.5	-37.9	-9.7	-40.5	-63.5
O=C(Cc1csc2[n+]1C(=O)/C(=C/c1cccc([N+](=O)[O-])c1)S2)Nc1ccccc1
    33.9	10.8	41.3	37.5	44.2	24.0
Cc1cc(=O)cc(-c2ccccc2)[nH]1
    6.5	-2.5	-32.5	-37.3	-11.3	-12.5
OCC(O)CS (centres undefined)
    -15.5	-4.5	-15.2	36.1	0.1	-4.8
O=C(O)c1cccc(-c2c3ccc(=O)cc-3oc3cc(O)ccc23)c1
    47.8	62.9	63.6	51.0	23.1	54.2
CCCCCCCCCC1OC(C)C(C)O1 (centres undefined)
    29.4	1.6	24.6	-19.1	7.5	16.3
CCCCCCCCCCOc1nc2c(c(=O)n(C)c(=O)n2C)n1C
    10.2	14.7	-16.8	8.8	-21.9	4.1
Cc1nc(N/N=C/c2ccccc2Cl)[nH]c(=O)c1CCO
    4.2	-30.2	-18.9	12.2	-2.8	-17.4

The final 7 entries of the section before come first, to join the parts.
Sequence of screens – yeast mlh1 rad18	yeast bub3	rad50	cln2 rad14	yeast mec2-1	yeast sgs1 mgt1
O=C(Cc1csc2[n+]1C(=O)/C(=C/c1cccc([N+](=O)[O-])c1)S2)Nc1ccccc1
    33.9	10.8	41.3	37.5	44.2	24.0
Cc1cc(=O)cc(-c2ccccc2)[nH]1
    6.5	-2.5	-32.5	-37.3	-11.3	-12.5
OCC(O)CS (centres undefined)
    -15.5	-4.5	-15.2	36.1	0.1	-4.8
O=C(O)c1cccc(-c2c3ccc(=O)cc-3oc3cc(O)ccc23)c1
    47.8	62.9	63.6	51.0	23.1	54.2
CCCCCCCCCC1OC(C)C(C)O1 (centres undefined)
    29.4	1.6	24.6	-19.1	7.5	16.3
CCCCCCCCCCOc1nc2c(c(=O)n(C)c(=O)n2C)n1C
    10.2	14.7	-16.8	8.8	-21.9	4.1
Cc1nc(N/N=C/c2ccccc2Cl)[nH]c(=O)c1CCO
    4.2	-30.2	-18.9	12.2	-2.8	-17.4
O=C(Nn1cc(F)c(=O)[nH]c1=O)C12CC3CC(CC(C3)C1)C2
    57.9	87.5*	21.8	86.1*	51.4	91.4*
O=S(=O)(O)CCCCS(=O)(=O)c1ccccc1
    30.6	10.8	33.4	-15.3	-8.4	1.9
CCCCCCCCCCCCCCCCOCC(Cl)COP(=O)(O)OP(=O)(O)OCC1OC(n2cc(C)c(=O)[nH]c2=O)CC1O (centres undefined)
    84.7*	79.5*	86.0*	63.1	59.6	93.0*
O=C1CCSC(=S)N1c1ccc(Br)c(Cl)c1
    69.5	13.8	39.8	12.7	39.4	72.3*
Cc1c(O)c(=O)ccn1C1OC(CO)C(O)C1O (centres undefined)
    26.0	15.8	16.5	-2.9	22.9	25.5
O=C(O)c1cnc2c(ccc3[nH]cccc32)c1=O
    -2.8	19.6	-7.3	15.6	-33.8	-9.0
COC(CBr)OC
    -11.7	-34.0	-23.0	4.0	-26.9	-37.0
CC(C)=CCNc1ncnc2c1ncn2CCC(=O)O
    -28.9	-9.8	-23.9	-4.5	-4.6	-57.0
COC1=CC(=O)C(C(C)=O)=C(C2(C)C(=O)CCCC2=O)C1=O
    7.2	5.2	-12.3	6.2	0.5	-0.6
NCC(=O)N1CCCC1C(=O)NCC(=O)NCC(=O)O (centres undefined)
    3.1	-16.9	11.6	-32.0	0.9	4.8
Nc1nc(N)c2nc(NCc3ccc(C(=O)NC(CCC(=O)O)C(=O)O)cc3)cnc2n1 (centres undefined)
    20.9	11.2	30.6	5.3	11.0	17.1
COC(=O)c1nc(N)nc(C(=O)OC)c1C(=O)C(C)C
    -1.0	-29.0	5.4	-13.4	-10.7	-24.9
c1ccc2cc(-c3csc4ccccc34)ccc2c1
    9.2	15.4	12.8	-8.1	-16.4	17.1
Cc1ccc(CNC(=O)Nc2c(C)cccc2C)cc1C
    3.5	14.4	8.8	-6.3	2.5	9.8
CC(N)C(O)C(C)C(=O)O (centres undefined)
    7.3	35.0	20.8	44.5	9.5	41.8

The list continues:
Sequence of screens – yeast mlh1 rad18	yeast bub3	rad50	cln2 rad14	yeast mec2-1	yeast sgs1 mgt1
COC1OC(C)CC(O)C1O (centres undefined)
    -37.8	2.7	5.3	-57.6	-7.0	14.7
O=C(/C=C/c1cccc2ccccc12)c1cccc([N+](=O)[O-])c1
    -5.3	-5.2	12.3	0.0	-4.0	14.3
COc1ccc(C(O)C(c2ccccc2)S(=O)(=O)N2CCN(C)CC2)cc1 (centres undefined)
    15.2	-3.2	24.8	-22.8	-8.4	20.7
Cc1ccc(S(=O)(=O)C2OC(CO)C(O)C(O)C2O)cc1 (centres undefined)
    -6.2	14.9	-11.5	-21.1	-16.6	-5.5
C/C1=C/C2OC(=O)C3(C)C2C(CC2(C)OC1=CC2=O)OC3(O)C(C)C (centres undefined)
    -6.1	-16.7	6.8	7.4	-27.4	82.4*
CCOC(=O)c1ccc(NC(NC(=O)CC)(C(F)(F)F)C(F)(F)F)cc1
    -54.0	-8.9	-26.6	-19.1	-20.4	-69.2
Cc1cc(N(CCC#N)CCC#N)ccc1/C=C1N=C(/C=C/c2ccccc2)OC(=O)N\1
    -13.7	1.1	14.7	-10.1	-5.0	4.7
O=C(CCBr)Nc1ccccc1
    -26.4	-7.3	11.1	-38.2	-15.2	-7.2
O=C(O)c1ccccc1C(=O)NCCCc1ccccc1
    -3.6	20.9	-8.2	-42.0	11.1	-2.6
Cc1cc(SCC(=O)c2ccc(Cl)cc2)cc(C)[o+]1
    92.3*	96.3*	95.8*	88.7*	95.5*	96.4*
CCOC(=O)C1(Cc2ccccc2)Cc2ccccc2C1=O (centres undefined)
    63.5	73.7*	7.8	62.1	29.9	79.0*
O=C(O)C(CO)N=Cc1nc(-c2ccccc2)oc1O (centres undefined)
    -11.8	-6.2	0.2	9.2	6.0	12.4
Cc1ccccc1N=C(N)N
    -1.9	-0.2	4.3	-3.3	2.5	-1.4
Nc1ccccc1C(=O)CC1OC(=O)c2ccccc21 (centres undefined)
    -13.7	7.8	19.6	4.0	12.1	7.3
COP(C)(=O)/C(Cc1ccccc1)=N\O (centres undefined)
    -10.8	-11.9	-4.4	17.6	-24.1	-18.6

2 of these compounds in a different format:
| canonical_smiles | yeast mlh1 rad18 | yeast bub3 | rad50 | cln2 rad14 | yeast mec2-1 | yeast sgs1 mgt1 |
| --- | --- | --- | --- | --- | --- | --- |
| Cc1ccc(S(=O)(=O)C2OC(CO)C(O)C(O)C2O)cc1 (centres undefined) | -6.2 | 14.9 | -11.5 | -21.1 | -16.6 | -5.5 |
| C/C1=C/C2OC(=O)C3(C)C2C(CC2(C)OC1=CC2=O)OC3(O)C(C)C (centres undefined) | -6.1 | -16.7 | 6.8 | 7.4 | -27.4 | 82.4* |

Further compounds.
Sequence of screens – yeast mlh1 rad18	yeast bub3	rad50	cln2 rad14	yeast mec2-1	yeast sgs1 mgt1
CCN(CC)CC1COc2ccccc2O1 (centres undefined)
    -8.6	11.2	-16.2	-18.4	-7.8	2.1
NC(=O)C(=CNc1nc(-c2cccc([N+](=O)[O-])c2)cs1)C(N)=O
    15.9	33.9	6.9	27.0	6.1	2.5
CC(C)OC(=O)c1cc(N)ccc1Cl
    34.0	38.4	29.1	2.5	23.4	17.4
C1=CC23CC(c4ccccc42)C2c4ccccc4C23C=C1 (centres undefined)
    54.9	33.6	22.9	12.4	21.1	26.8
COC(=O)C1(CS(C)(=O)=O)NC(=S)NC(=O)C1C#N (centres undefined)
    -12.5	-33.8	-13.9	-29.3	-24.1	-29.5
Fc1nc2nc(C(F)(F)F)[nH]c2nc1F
    7.6	0.8	15.8	-59.5	-0.8	-23.9
Cc1ccc(S(=O)(=O)Nc2ccccc2C=O)cc1
    99.1*	98.8*	99.0*	99.0*	99.3*	99.0*
CC1C[C@@]23C4CCCN2CC2OC2[C@@]13C1CC4OC1=O (some centres undefined)
    -34.5	-23.1	-24.1	-2.8	-20.4	-39.2
CC1(C)CC(=O)C(c2ccccc2[N+](=O)[O-])=C(O)C1
    99.2*	98.3*	99.6*	90.3*	99.3*	69.6
CC(CN(C)C)C(/C=C/c1ccc(Cl)c(Cl)c1)=N\Nc1ccccc1 (centres undefined)
    64.6	88.4*	54.1	47.1	98.7*	49.3
C(=N/OCc1ccccc1)/c1ccncc1
    46.9	47.4	45.0	30.2	27.6	45.7
CN(C)c1cccc2c(Cl)c(Cl)c3cccc(N(C)C)c3c12
    7.7	-19.5	-4.2	-66.7	-5.6	-0.5
O=[N+]([O-])c1ccc(Sc2ccsc2)c([N+](=O)[O-])c1
    78.8*	41.5	46.5	31.8	34.5	48.5
COc1ccc2c(c1)CCN1C2CCN2CCCC21 (centres undefined)
    30.2	21.4	17.6	4.4	-2.9	-13.4
CC(C)(C)NC(=O)C(=O)NC(C)(C)C
    -11.1	23.4	4.6	-1.1	13.8	-6.3

Next records.
Sequence of screens – yeast mlh1 rad18	yeast bub3	rad50	cln2 rad14	yeast mec2-1	yeast sgs1 mgt1
COc1ccc(N2C(=O)c3c(C)ccc(C)c3C2=O)cc1
    5.2	-3.5	-23.8	-0.5	6.4	19.9
COc1ccc(OC)c(/C=C/NC=O)c1
    -0.9	-4.3	-11.4	49.2	13.2	-6.4
CNC(=O)OC(C)CN1c2ccccc2Sc2ccc(Cl)cc21 (centres undefined)
    88.2*	88.3*	89.1*	86.5*	84.5*	90.9*
CCC(=O)C(=O)CC1CC(c2ccco2)=Nc2ccccc2S1 (centres undefined)
    18.5	6.3	-0.5	-24.4	5.7	22.6
O=C(O)C1CCc2ccccc21 (centres undefined)
    -20.1	-26.6	-15.8	-12.2	-46.5	-15.2
CN(C)Cc1ccc(-c2cc3onc(-c4ccccc4)c3c(=O)n2C)cc1
    2.5	-28.0	-22.9	-8.4	-13.1	-29.5
